V1R ag counter – activates human V1a receptor in oxytocin agonist counter-screen | CHO-V1R cells, Fluo-8 calcium fluorescence, agonist mode; 0% DMSO, 100% 3 nM vasopressin | hit rate 0.25% among 320,000 | P37288 | activation, % at 3 µM;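 active = activation above the mean activation of all tested compounds plus 3 SD, per screening run, cut at about 20% in these data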;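 also: signal is peak over basal fluorescence ratio across a 100 second FLIPR read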
OXTR ag – human OXTR agonism. P30559. CHO-OTR cells, Fluo-8 calcium fluorescence; normalized: DMSO 0%, oxytocin 100%. activation, % at 3 µM. hit rate 0.32% among 320,000. AID 2435;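 active = activation above the mean of all tested compounds plus 3 SD, cutoff set per screening run, cut at about 20% in these data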;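 also: peak over basal fluorescence ratio from a 100 s FLIPR kinetic read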
NALP1 yeast inh – NALP1 inhibition. AID 2071. hit rate 0.61% among 280,000. S. cerevisiae NALP1/ASC/caspase-1 growth, X-gal OD620, 72 h. inhibition, % at 10 µM; in the data active = inhibition mostly above about 24%, no sharp cut-off; inactive = mostly below about 32%; also: some compounds called inactive have numbers as strong as hits
MEKK3 PB1 HTS – modulators (inhibitors or enhancers) of MEK5 binding to human MEKK3 PB1 domain; binding response (% of control), % at 10 µM; bead-based flow cytometry, Alexa488-MEK5 binding to MEKK3; actives lie on both sides; 0 = blocked by unlabeled MEK5, 100 = vehicle; hit rate 1.4% among 290,000; AID 1529;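 active = binding response more than 3 SD above or below the average of its plate-row segment, actives on both sides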;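 also: Alexa488 bead fluorescence after subtracting the streptavidin-only scavenger bead signal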
Target sequence (Q99759 whole entry, looked up, the tested form may be a part): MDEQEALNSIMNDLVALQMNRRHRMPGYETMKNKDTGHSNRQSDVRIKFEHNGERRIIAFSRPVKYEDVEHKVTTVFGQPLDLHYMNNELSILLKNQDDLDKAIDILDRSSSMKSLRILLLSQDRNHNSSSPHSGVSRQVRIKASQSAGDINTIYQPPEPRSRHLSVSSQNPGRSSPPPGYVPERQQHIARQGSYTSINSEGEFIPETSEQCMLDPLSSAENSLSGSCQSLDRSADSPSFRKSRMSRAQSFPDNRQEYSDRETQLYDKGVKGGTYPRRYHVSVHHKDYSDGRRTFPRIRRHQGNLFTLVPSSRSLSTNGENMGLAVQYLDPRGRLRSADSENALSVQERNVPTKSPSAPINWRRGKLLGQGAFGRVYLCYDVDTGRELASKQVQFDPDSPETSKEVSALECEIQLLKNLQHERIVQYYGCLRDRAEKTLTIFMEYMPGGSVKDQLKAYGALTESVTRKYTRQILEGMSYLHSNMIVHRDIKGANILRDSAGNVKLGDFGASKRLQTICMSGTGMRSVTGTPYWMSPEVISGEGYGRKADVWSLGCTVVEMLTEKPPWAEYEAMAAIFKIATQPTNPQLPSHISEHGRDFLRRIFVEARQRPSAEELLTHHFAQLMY
PHOSPHO1 block – blocks human PHOSPHO1 phosphatase activity | Q8TCT1 | recombinant PHOSPHO1, absorbance phosphatase assay | inhibition, % at 13.3 µM | hit rate 1.1% among 290,000 | AID 1565; in the data active = inhibition above about 60%
GPR7 antagonist – antagonists of human GPR7 (neuropeptides B/W receptor 1) | P48145 | GPR7-expressing cells, fluorescence antagonist assay | inhibition, % at 4.4 µM | hit rate 1.1% among 290,000 | AID 1861; in the data active = inhibition above about 16%, passing the limit was not always enough;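 also: cells stimulated with the agonist NPW; 0% = agonist with vehicle and 100% = vehicle without agonist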
MEKK2mut PB1 HTS – signal of MEK5 binding to mutant human MEKK2 PB1 domain; bead flow cytometry, Alexa488-MEK5 binding to MEKK2 mutant; AID 1530; percent response, % at 10 µM; hit rate 0.35% among 290,000; in the data active = percent response above about 24%, passing the limit was not always enough; also: inactives centre near 1; some results filed as inactive read as strong as hits; reference of the scale not given here
MEKK2wt PB1 HTS – raises or lowers MEK5 binding to wildtype human MEKK2 PB1 domain; Q9Y2U5; bead flow cytometry, Alexa488-MEK5 binding to MEKK2 WT; actives lie on both sides; binding response (% of control), % at 10 µM; hit rate 1.1% among 290,000; AID 1531; in the data active = binding response below about 67% or above about 130%
GalR3 antagonist – blocks the human galanin receptor 3. O60755. HEK293 GalR3-CNG cAMP membrane potential fluorescence; galR3 body fused to GalR1 C-terminus. inhibition, % at 3 µM. hit rate 0.44% among 360,000;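 active = inhibition above the screen-wide average plus 3 SD, cut at about 13% in these data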;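 also: forskolin and galanin both at EC90 stimulate the cells; cAMP rise reported by CNG channel membrane potential dye signal; 0% = forskolin plus galanin with DMSO and 100% = forskolin alone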
Target sequence (O60755 1-299 limits assumed): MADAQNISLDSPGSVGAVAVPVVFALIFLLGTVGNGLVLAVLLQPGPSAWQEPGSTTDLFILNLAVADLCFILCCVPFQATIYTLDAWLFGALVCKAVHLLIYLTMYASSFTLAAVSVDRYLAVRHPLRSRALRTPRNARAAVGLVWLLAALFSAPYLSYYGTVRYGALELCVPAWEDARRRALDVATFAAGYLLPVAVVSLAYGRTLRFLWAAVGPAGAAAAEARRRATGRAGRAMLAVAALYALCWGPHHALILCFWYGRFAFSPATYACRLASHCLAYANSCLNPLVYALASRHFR
* marks the source's active call; other numbers are inactive results; . = not tested or not shown.

Every second line gives: GPR7 antagonist | OXTR ag | MEKK3 PB1 HTS | V1R ag counter | NALP1 yeast inh | MEKK2mut PB1 HTS | MEKK2wt PB1 HTS | PHOSPHO1 block | GalR3 antagonist
COc1ccc(CCNC(=O)NC23CC4CC(CC(C4)C2)C3)cc1
  -16 | -1.8 | 95 | -0.8 | 7 | -4 | 94 | 6 | 2
CC(C)CNS(=O)(=O)c1ccc(CCC(=O)N2CCOCC2)cc1
  -12 | 0.1 | 96 | 0.0 | 26 | 1 | 94 | 33 | -2
Cc1ccc2nc3cc([N+](=O)[O-])cc([N+](=O)[O-])c3cc2c1
  9 | . | 107 | . | 19 | -5 | 96 | -15 | -2
CCC1CCc2c(n(C)c3ccccc3c2=O)O1 (configuration not stated)
  -5 | -2.1 | 91 | 0.7 | 31 | -2 | 94 | 1 | -3
CC(C)(C)Nc1nc(NCc2cccnc2)nc(N2CCOCC2)n1
  -15 | -2.2 | 109 | -1.2 | 2 | 2 | 105 | -16 | -3
Cc1ccc(C(=O)NCCCN2CCOCC2)cc1N1CCCC1=O
  2 | -1.0 | 106 | -0.9 | 7 | 7 | 109 | -1 | -3
Cc1ccc(C(=O)N/C(=C\c2ccc(F)cc2)C(=O)NCCCn2ccnc2)cc1
  -3 | 0.2 | 104 | -0.1 | -6 | -1 | 100 | 32 | -5
COc1ccc(CCC(=O)NNC(=O)Nc2cccc(Cl)c2)cc1
  -9 | . | 103 | . | 12 | 5 | 104 | 8 | -4
NC(=O)c1ccc(C(=O)c2ccc([N+](=O)[O-])cc2)cc1
  -3 | 0.3 | 99 | 0.9 | 36 | -2 | 98 | 0 | -4
Cc1nnc(NC(=O)CSc2nnc(Cc3ccccc3)n2-c2ccccc2)s1
  -8 | 0.1 | 96 | 1.9 | . | -1 | 97 | 12 | -4
CCOC(=O)C(NCCOC)(NC(C)=O)C(F)(F)F (configuration not stated)
  -9 | 0.5 | 93 | 0.2 | -3 | -2 | 91 | -17 | -4
O=C(CN1CCCc2ccccc21)Nc1ccccc1[N+](=O)[O-]
  -1 | -2.1 | 97 | -1.3 | 6 | -7 | 96 | 12 | -3
COCC(=O)N(c1ccc(C(C)C)cc1)C1C=CS(=O)(=O)C1 (configuration not stated)
  -11 | 0.1 | 104 | 0.8 | 3 | 5 | 101 | 10 | -2
CNC(=O)c1ccccc1Sc1ccccc1CO
  -16 | -0.1 | 88 | 0.4 | . | -21 | 97 | 51 | -3
Cc1cccc(C(=O)NNC(=O)c2ccc(F)cc2)c1
  -6 | -0.1 | 97 | 0.9 | 20 | 1 | 98 | 11 | -4

Part of the list above with just MEKK2wt PB1 HTS:
molecule | MEKK2wt PB1 HTS
CC(C)CNS(=O)(=O)c1ccc(CCC(=O)N2CCOCC2)cc1 | 94
NC(=O)c1ccc(C(=O)c2ccc([N+](=O)[O-])cc2)cc1 | 98
Cc1nnc(NC(=O)CSc2nnc(Cc3ccccc3)n2-c2ccccc2)s1 | 97

Going on with the list:
Every second line gives: GPR7 antagonist | OXTR ag | MEKK3 PB1 HTS | V1R ag counter | NALP1 yeast inh | MEKK2mut PB1 HTS | MEKK2wt PB1 HTS | PHOSPHO1 block | GalR3 antagonist
CCN(CC)S(=O)(=O)c1ccc(-c2ccc(S(=O)(=O)N(CC)CC)cc2)cc1
  2 | 7.3 | 95 | 6.3 | 9 | -6 | 90 | -8 | 0
CC(C)(C)CN1CCN(CC#Cc2ccccc2)CC1CCO (configuration not stated)
  -4 | -1.2 | 106 | 0.9 | 7 | 1 | 107 | 24 | -10
C=CCc1ccc(OCC(O)CN2CCCCC2C)c(OC)c1 (configuration not stated)
  -5 | -1.2 | 104 | -0.8 | 9 | 42* | 136* | 3 | -1
CC(C)(CSc1ccccn1)NS(=O)(=O)c1ccccc1
  -3 | -1.7 | 94 | -0.2 | 25 | -4 | 95 | -36 | -3
CCN(CC)S(=O)(=O)c1ccc(/C=C/C(=O)OCC(=O)Nc2ccc(C(N)=O)cc2)cc1
  0 | -0.3 | 103 | -0.1 | 2 | 0 | 96 | 1 | -2
Cc1ccc2nc(C)cc(N/N=C/c3cccc(O)c3)c2c1
  -5 | 5.2 | 103 | 1.7 | 11 | 5 | 104 | 29 | -5
Cc1cc(C)nc(N/N=C/c2ccc([N+](=O)[O-])o2)n1
  -3 | -0.7 | 104 | -0.1 | -2 | 0 | 104 | -7 | -11
CC(C)CCN1C(=O)c2ccc(C(=O)Nc3cccc(S(N)(=O)=O)c3)cc2C1=O
  -14 | 0.5 | 103 | -0.5 | 28 | 1 | 103 | 0 | -4
COCCOC(=O)C(C#N)c1nc2ccccc2nc1N1CCCC1 (configuration not stated)
  2 | -1.5 | 98 | -0.1 | 5 | 17 | 101 | -1 | -2
Cc1ccc(N(C)C(=O)CCS(=O)(=O)c2ccc3c(c2)oc(=O)n3C)cc1
  0 | 0.4 | 101 | -0.1 | 10 | -3 | 103 | 24 | -5
CCOc1ccc(CCNC(=O)CN2CCN(Cc3ccccc3C)C2=O)cc1OCC
  -6 | -1.8 | 101 | -0.1 | -2 | 19 | 101 | -16 | 6
COc1ccc(/C(=N/OC(C)=O)c2nccc3cc(OC)c(OC)cc23)cc1OC
  -8 | 1.2 | 68 | -0.9 | . | -23 | 72 | 46 | -3
C[C@@H]1O[C@@H](O[C@H]2[C@H](Oc3cc(O)c4c(c3)O[C@H](c3ccc(O)cc3)CC4=O)O[C@H](CO)[C@@H](O)[C@@H]2O)[C@H](O)[C@H](O)[C@H]1O
  -14 | 0.2 | 92 | 0.9 | -2 | 4 | 80 | 20 | .
Cc1nc2ccccc2c(=O)n1CC(=O)N1CCOCC1
  -12 | 0.2 | 110 | 0.7 | 8 | 5 | 107 | 0 | -3
CCOC(=O)N1CCN(c2ncnc3c2oc2nc(C(C)C)c4c(c23)CCC4)CC1
  -2 | 0.8 | 100 | 0.2 | 3 | -3 | 99 | 10 | 1

Some of these compounds in order of their number in NALP1 yeast inh, largest number first:
Structure	NALP1 yeast inh
NC(=O)c1ccc(C(=O)c2ccc([N+](=O)[O-])cc2)cc1	36
CCC1CCc2c(n(C)c3ccccc3c2=O)O1 (configuration not stated)	31
CC(C)CCN1C(=O)c2ccc(C(=O)Nc3cccc(S(N)(=O)=O)c3)cc2C1=O	28
Cc1cccc(C(=O)NNC(=O)c2ccc(F)cc2)c1	20
COc1ccc(CCC(=O)NNC(=O)Nc2cccc(Cl)c2)cc1	12
CCN(CC)S(=O)(=O)c1ccc(/C=C/C(=O)OCC(=O)Nc2ccc(C(N)=O)cc2)cc1	2
CCOc1ccc(CCNC(=O)CN2CCN(Cc3ccccc3C)C2=O)cc1OCC	-2

Going on with the list.
Every second line gives: GPR7 antagonist | OXTR ag | MEKK3 PB1 HTS | V1R ag counter | NALP1 yeast inh | MEKK2mut PB1 HTS | MEKK2wt PB1 HTS | PHOSPHO1 block | GalR3 antagonist
O=C1C2Sc3[nH]c(=O)sc3C(c3cc([N+](=O)[O-])ccc3O)C2C(=O)N1c1ccccc1 (configuration not stated)
  -12 | -0.2 | 106 | -0.8 | 21 | 9 | 102 | 28 | -4
Cc1ccc(S(=O)(=O)N2CCN(C(=O)N3CCCC3)CC2)cc1
  -9 | 0.3 | 96 | 0.3 | -1 | -3 | 93 | 6 | -7
O=C(CSc1nc2ccc([N+](=O)[O-])cc2s1)NCC1CCCO1 (configuration not stated)
  -6 | 1.8 | 108 | 1.6 | 4 | -2 | 110 | 28 | -5
Cc1nc2ccccc2c(=O)n1NC(=O)c1cccc(Cl)c1
  0 | 0.6 | 103 | 0.4 | 23 | 2 | 107 | 23 | -11
COc1ccc(C(=O)N(C)Cc2ccc(C)o2)cc1OC1CCN(C(C)C)CC1
  -17 | -0.7 | 102 | 0.6 | -1 | 10 | 110 | 27 | -4
CC(C)c1ccc(-c2c(C#N)c(N)nc(SCC(=O)N3CCCCC3)c2C#N)cc1
  6 | 0.0 | 105 | 0.6 | 23 | 3 | 107 | 15 | 4
COc1cccc(/C=N/n2c(C)nc3ccccc3c2=O)c1O
  -2 | -0.1 | 106 | 1.3 | 15 | 4 | 104 | 13 | -1
Cc1ccc(C(=O)C2=C(O)C(=O)N(c3ncccn3)C2c2ccc(Br)cc2)o1 (configuration not stated)
  -12 | 0.3 | 97 | 0.3 | . | -14 | 94 | 19 | .
Cc1cccc(C(=O)NNC(=O)c2c(-c3ccccc3Cl)noc2C)c1O
  -8 | 1.5 | 98 | 4.0 | -8 | -3 | 94 | 32 | -10
Cc1cc(C)nc(NS(=O)(=O)c2ccc(NC(=O)c3cccc(N4C(=O)CCC4=O)c3)cc2)n1
  4 | 0.1 | 103 | 1.8 | 34 | -2 | 108 | 0 | 3
COc1ccc2nc(NC(=O)C3CCCN(S(=O)(=O)c4cccc5nsnc45)C3)sc2c1 (configuration not stated)
  -11 | 0.4 | 103 | 3.5 | 41 | 3 | 96 | 7 | -6
N#CC1=C(N)Oc2cc(N)ccc2C1c1cccc(F)c1 (configuration not stated)
  12 | 0.6 | 98 | 1.2 | 16 | 20 | 95 | -14 | -10
O=S1(=O)CCC(NC(=S)SCc2ccccc2Br)C1 (configuration not stated)
  -1 | . | 92 | . | -6 | -14 | 82 | -36 | -3
CCN(CC)c1ccc(C(=O)NN)cc1
  2 | -0.8 | 95 | -0.8 | 5 | -15 | 84 | 4 | -3
COC(=O)c1ccc(OCC(O)CN2C(=O)NC(C)(C)C2=O)cc1 (configuration not stated)
  -15 | . | 113 | . | 1 | 7 | 107 | -16 | -4
CC1(C(=O)NCCc2c[nH]c3ccccc23)C=CC2(CCCCC2)N1C(=O)c1ccccc1 (configuration not stated)
  -2 | 3.0 | 96 | 0.0 | 6 | -1 | 90 | -2 | .
O=C(CCc1nnc2ccc(NCc3ccco3)nn12)Nc1cc(F)ccc1F
  -12 | -1.9 | 99 | 1.0 | 1 | 2 | 98 | 20 | 2
Cc1ccc(Cl)cc1NC(=O)COC(=O)Cn1cnc2c1c(=O)n(C)c(=O)n2C
  -5 | -0.8 | 102 | 1.4 | 6 | 3 | 104 | 36 | 6
Cc1cc(C)c2nc(-c3ccccn3)cc(C(=O)Nn3cnnc3)c2c1
  -8 | 0.1 | 108 | 0.1 | 16 | 3 | 104 | -1 | -3
COc1cc(C(c2sc3nc(C)nn3c2O)N2CCc3ccccc3C2)cc(OC)c1OC (configuration not stated)
  -11 | -0.1 | 105 | 0.1 | . | 9 | 110 | 26 | .
Cc1c(N=NC2=C(O)CCCC2=O)c(=O)n(-c2ccccc2)n1C
  -13 | 0.2 | 101 | 0.0 | -38 | -6 | 101 | 27 | 0
N#C/C(=C\c1cccc([N+](=O)[O-])c1)C(=O)NCc1ccc(Cl)cc1
  5 | . | 100 | . | -13 | -5 | 94 | 52 | 3
O=[N+]([O-])c1ccc(-c2nc(Nc3ccc(O)cc3)c3ccccc3n2)cc1
  3 | . | 109 | . | 27 | 6 | 105 | -12 | -8
COc1ccc(NC(=O)c2cc(-c3ccc4c(c3)OCO4)on2)cc1
  3 | 1.2 | 96 | -0.5 | 13 | -11 | 94 | 22 | -5
CCOC(=O)CC(N)c1cccc([N+](=O)[O-])c1 (configuration not stated)
  -7 | 0.1 | 102 | 1.5 | -1 | 6 | 99 | 20 | 1
CCN(CC)C(=O)Cn1cc(S(=O)(=O)CC(=O)NCc2ccc3c(c2)OCO3)c2ccccc21
  -10 | 0.2 | 99 | 0.6 | 10 | -1 | 99 | -11 | 5
CCCCOc1ccc(CSc2nncn2N)cc1
  -9 | 0.2 | 97 | 1.4 | 11 | -3 | 98 | 18 | 1
CC1(NC(=O)N2CCOCC2)CCS(=O)(=O)C1 (configuration not stated)
  -14 | 1.1 | 102 | 0.7 | 11 | 0 | 104 | 22 | -3
CCNc1c(NC(C)=O)c(=O)oc2ccccc12
  -12 | 0.7 | 100 | 1.2 | 19 | 2 | 97 | 2 | -4
Cc1ccc(C(=O)N/N=C/C2=Cc3ccccc3OC2C)cc1 (configuration not stated)
  -6 | -1.0 | 101 | 1.8 | 36 | -1 | 100 | -22 | -6
